Assay outcomes (PubChem BioAssay)
ADAM17 inh – inhibitors of human ADAM17 | P78536 | recombinant ADAM17, EDANS/DABCYL FRET peptide cleavage | inhibition, % at 6.95 µM | 0.83% of 370,000 active;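 active = inhibition above the mean of compounds lying between control limits plus 3 SD, set per campaign, cut at about 8.5% in these data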;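 also: 0% = DMSO-only wells as the low control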
GAA850 FXN act – activators of GAA850 frataxin (FXN) promoter; HEK293 lucGAA850 FXN promoter luciferase reporter, 24 h; percent of 10 µM SAHA response; 0.56% of 360,000 active; AID 540364; activation, % at 6 µM;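 active = activation above the average of all compounds screened plus 3 SD, cutoff fixed separately per campaign, cut at about 7.5% in these data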;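 also: 0% = DMSO wells and 100% = 10 µM SAHA wells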
PLCb3 inh – inhibitors of human phospholipase C beta3; Q01970; Purified PLC-beta3, fluorogenic substrate, fluorescence; inhibition, % at 12.2 µM; 0.18% of 370,000 active; AID 720704; in the data active = inhibition above about 11%;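 also: 0% = median of compound wells on plate and 100% = full blocker control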
Target sequence (Q01970 whole entry, looked up): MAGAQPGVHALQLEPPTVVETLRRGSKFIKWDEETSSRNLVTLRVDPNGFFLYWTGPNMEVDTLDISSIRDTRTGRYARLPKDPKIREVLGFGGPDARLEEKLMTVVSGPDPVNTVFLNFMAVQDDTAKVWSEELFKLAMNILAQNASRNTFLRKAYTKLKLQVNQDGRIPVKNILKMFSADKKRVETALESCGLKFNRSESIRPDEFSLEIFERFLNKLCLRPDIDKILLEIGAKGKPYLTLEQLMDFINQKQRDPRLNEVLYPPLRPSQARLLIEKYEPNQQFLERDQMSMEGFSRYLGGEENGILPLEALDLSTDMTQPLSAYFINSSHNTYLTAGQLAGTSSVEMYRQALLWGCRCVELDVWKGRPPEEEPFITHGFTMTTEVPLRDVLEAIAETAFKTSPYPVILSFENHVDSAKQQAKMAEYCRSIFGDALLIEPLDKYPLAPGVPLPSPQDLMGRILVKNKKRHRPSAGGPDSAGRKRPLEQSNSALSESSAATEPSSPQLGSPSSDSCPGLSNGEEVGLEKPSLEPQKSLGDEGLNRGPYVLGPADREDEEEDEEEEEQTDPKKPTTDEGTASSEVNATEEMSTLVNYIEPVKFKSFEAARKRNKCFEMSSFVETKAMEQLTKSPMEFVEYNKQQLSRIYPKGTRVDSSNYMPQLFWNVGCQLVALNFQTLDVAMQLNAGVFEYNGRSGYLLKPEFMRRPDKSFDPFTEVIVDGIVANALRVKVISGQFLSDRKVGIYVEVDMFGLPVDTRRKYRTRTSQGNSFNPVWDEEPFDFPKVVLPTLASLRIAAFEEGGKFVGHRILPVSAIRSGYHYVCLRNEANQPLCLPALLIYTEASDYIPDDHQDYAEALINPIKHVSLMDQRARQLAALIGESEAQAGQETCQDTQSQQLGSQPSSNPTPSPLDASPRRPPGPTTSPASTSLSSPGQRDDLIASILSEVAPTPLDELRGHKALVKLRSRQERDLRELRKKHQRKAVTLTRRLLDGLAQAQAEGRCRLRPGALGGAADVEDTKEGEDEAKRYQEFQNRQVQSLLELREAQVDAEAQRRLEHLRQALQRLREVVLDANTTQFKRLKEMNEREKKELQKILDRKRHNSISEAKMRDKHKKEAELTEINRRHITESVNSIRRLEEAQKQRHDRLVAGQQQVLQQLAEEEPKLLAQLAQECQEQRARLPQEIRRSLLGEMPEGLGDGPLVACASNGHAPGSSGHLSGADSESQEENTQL
sPLA2-III inh – Blocks human group III sPLA2 activity; Q9NZ20; QFRET BODIPY PC-A2 liposome hydrolysis, fluorescence; inhibition, % at 12.2 µM; 0.56% of 370,000 active; AID 743126;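 active = inhibition above mean plus 3 SD of compounds lying within the high and low control bounds, cut at about 19% in these data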;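 also: 0% = median of test compound wells and 100% = no enzyme DMSO wells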
DAX1 inh-1 – blocks DAX1 repression of SF-1 activated StAR promoter; HEK293T StAR-luciferase reporter, SF-1/DAX-1 repression relief; inhibition, % at 6.8 µM; 1.1% of 370,000 active; AID 652010;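 active = inhibition above the mean over all tested compounds plus 3 SD, cut at about 3.6% in these data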;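 also: 0% = DAX-1 cells with DMSO and 100% = cells lacking DAX-1 with DMSO; higher inhibition means more luminescence from relief of DAX-1 repression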
DAX1 inh-2 – inhibitors of human orphan nuclear receptor DAX1 (NR0B1) | P51843 | HEK293 Gal4-DAX1 luciferase reporter, luminescence | inhibition, % at 6.75 µM | 0.99% of 340,000 active | AID 504766;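 active = inhibition above the mean over all tested compounds plus 3 SD, cut at about 4.2% in these data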;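 also: 0% = DAX1-transfected cells with DMSO and 100% = empty-vector control cells with DMSO; inhibition shows as a rise in luminescence from relieved DAX1 repression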
ssDAF-12 act – activators of S. stercoralis DAF-12 nuclear receptor; activation, % at 6.8 µM; HEK293 ssDAF-12/GRIP1 lit1-tk-luc reporter, luminescence; % of 3 µM dafachronic acid response; 1% of 370,000 active;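 active = activation above the mean over all tested compounds plus 3 SD, cut at about 0.9% in these data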;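 also: 0% = DMSO-only wells and 100% = 3 µM delta7-dafachronic acid wells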
hgDAF12 agonist – activates the H. glycines DAF-12 receptor ligand-binding domain; activation, % at 6.8 µM; HEK293 GAL4-hgDAF12 UAS-luciferase reporter, agonist luminescence; normalized to butyrate control; 1.8% of 370,000 active; AID 687014;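 active = activation above a cutoff set at the mean of all screened compounds plus 3 SD, cut at about 10% in these data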;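 also: 0% = DMSO wells and 100% = sodium butyrate wells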
ADAM10 inh – inhibits human ADAM10 | O14672 | recombinant ADAM10, EDANS/DABCYL FRET peptide cleavage, 3 h | inhibition, % at 7 µM | 0.62% of 370,000 active;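 active = inhibition above a per-campaign cutoff equal to the mean of compounds falling between control-based bounds plus 3 SD, cut at about 20% in these data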;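 also: 0% = DMSO wells while the 100% control is not disclosed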
PLCg1 inh – inhibitors of human phospholipase C gamma1; P19174; purified PLC-gamma1, fluorogenic substrate, fluorescence; inhibition, % at 12.2 µM; 0.84% of 370,000 active; in the data active = inhibition above about 9.5%
hcDAF-12 act – activates DAF-12 receptor from parasite H. contortus; HEK293 hcDAF-12 lit1-tk-luc reporter, luminescence; 0% DMSO, 100% Δ7-dafachronic acid; activation, % at 6.8 µM; 1.4% of 370,000 active; AID 652067;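 active = activation above the mean of all tested compounds plus 3 SD, cut at about 5.5% in these data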;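 also: 100% = response to 3 µM Δ7-dafachronic acid high control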
* = called active by the depositor; . = not tested or not shown.

Below each compound: ADAM17 inh	GAA850 FXN act	PLCb3 inh	sPLA2-III inh	DAX1 inh-1	DAX1 inh-2	ssDAF-12 act	hgDAF12 agonist	ADAM10 inh	PLCg1 inh	hcDAF-12 act
Cc1onc(-c2c(F)cccc2Cl)c1C(=O)NCc1ccccc1
 : -4	2.4	-3	5	0.2	3.7	-0.9	0.1	1	1	-1.2
Cc1ccc(/C=N/NC(=O)c2ccccn2)o1
 : 6	4.9	-6	4	2.9	1.4	-0.6	8.8	6	-1	4.9
Cc1nc(N/N=C/c2ccccc2)nc(N(C)c2ccccc2)c1[N+](=O)[O-]
 : -5	2.2	2	-1	-0.2	2.7	-0.7	0.2	1	-1	-1.1
CCCNC(=O)N(C)C[C@H]1Oc2cc(Br)ccc2S(=O)(=O)N([C@@H](C)CO)C[C@@H]1C
 : 0	0.4	2	1	-0.3	1.2	-1.1	0.2	-8	3	-1.4
CC(c1cccs1)N(Cc1ccco1)C(=S)Nc1ccc(F)c(Cl)c1 (stereo unspecified)
 : -2	-0.2	-6	-4	0.5	0.6	-0.9	-2.3	6	3	0.1
Cc1cc(NC(=O)COC(=O)COc2cccc3c2OC(C)(C)C3)no1
 : -3	0.3	2	5	-0.6	2.3	-1.1	-0.4	3	1	-0.9
O=C(CN1CCN(C(=O)c2ccccc2)CC1)Nc1cccc(S(=O)(=O)N2CCCC2)c1
 : 1	2.4	-8	-2	0.5	-1.9	-1.1	1.8	-2	7	0.0
COc1ccc(C(=O)OCC(=O)N2CCN(C(=O)c3ccco3)CC2)c(OC)c1OC
 : 3	-0.9	4	4	0.5	1.7	-0.3	-0.8	2	3	-0.8
CC(=O)c1cccc(S(=O)(=O)N(CCCO)Cc2cc3ccc(C)cc3[nH]c2=O)c1
 : -2	-1.1	1	5	0.7	-0.9	-1.1	-2.6	-13	6	-2.1
N#CN1CCC(NS(=O)(=O)c2ccc(C(F)(F)F)cc2)C1 (stereo unspecified)
 : -2	-0.3	0	-1	-0.8	-0.8	-1.3	-1.9	8	0	-2.2
CC(=O)Nc1ccc(Nc2nc(C)c([N+](=O)[O-])c(Nc3ccc(NC(C)=O)cc3)n2)cc1
 : 7	0.2	3	4	-0.2	-2.0	-0.8	-1.0	12	8	-1.3
Nc1cc(N)nc(SCCN2CCCCC2)n1
 : -3	2.0	6	3	-0.6	-1.0	-1.1	0.1	6	5	-0.4
CC(C)[C@H](NC(=O)[C@@H]1CSCN1C(=O)OC(C)(C)C)C(=O)NCC1CCC(C(=O)O)CC1 (stereo partly specified)
 : -2	-2.1	2	6	-0.4	0.9	-1.0	-2.3	-12	2	1.9
CC1=C(C(=O)Nc2ccccc2C)C(c2ccc(C)o2)n2c(s/c(=C/c3ccccc3)c2=O)=N1 (stereo unspecified)
 : 1	0.3	-12	-10	0.0	1.2	-1.1	0.2	2	-11	-1.0
Cc1cccc(C)c1NC(=S)NC1CCCCC1
 : -2	-1.0	-2	24*	0.4	-0.1	-1.0	-2.5	-14	-1	-0.2
Cn1c(C(=O)O)cnc1Sc1ncc(C(F)(F)F)cc1Cl
 : -3	0.3	2	4	0.3	3.2	-1.5	-2.0	2	-2	-1.3
COC(=O)[C@H](CCSC)NC(=O)Nc1ccc(C)c(C)c1
 : 0	0.5	3	-1	0.4	0.1	-0.3	3.5	9	2	-1.3
CCOC(=O)c1cnn(-c2ccc(Cl)cc2)c1C1CCN(C(=O)OC(C)(C)C)CC1
 : -5	0.9	-1	4	0.0	-0.6	-0.7	-1.1	-1	0	-0.7
O=c1c2ccccc2nc(SCc2ccccc2)n1Cc1ccco1
 : -2	-0.7	-3	-7	-0.3	0.1	-1.0	1.8	5	-1	-1.8
Nc1c(-c2ccc(Cl)cc2)cnn1-c1cccc([N+](=O)[O-])c1
 : 4	1.9	2	-5	-0.7	1.1	-1.3	7.0	9	1	-0.9
COc1cc(C(=S)N2CCOCC2)cc(OC)c1OC(=O)c1ccccc1[N+](=O)[O-]
 : -1	2.3	-10	17	0.5	-1.0	-1.1	0.4	-3	-1	0.0
CC(=O)Nc1nc(C)c(Oc2ccc(C)cc2)c(=O)[nH]1
 : -8	2.5	-5	2	0.2	2.0	-1.8	-1.5	-3	-1	-1.6
COc1cc(C2C3=C(COC3=O)Oc3cc4c(cc32)OCO4)cc(OC)c1OC(C)=O (stereo unspecified)
 : -1	-4.0	2	-5	1.7	-1.2	-0.5	-3.1	0	0	-0.1
CCOc1ccc(S(=O)(=O)N2CCCCC2)cc1NC(=O)c1ccccc1
 : 0	0.9	-5	5	0.6	0.2	-1.3	-2.6	-4	3	0.5
O=C(N/N=C1\C2CN3CCN(C2)CC1(c1ccccc1)C3)c1ccc(F)cc1
 : 1	3.2	2	-2	0.6	1.8	-1.7	9.8	-4	0	-0.8
COc1ccc(CN(CC2CCC(C(=O)O)CC2)C(=S)Nc2cc(C)cc(C)c2)cc1 (stereo unspecified)
 : -3	-0.1	1	3	-0.1	4.1	-1.4	1.4	-5	0	0.6
Cc1ccccc1C(=O)NCC(=O)OC(C)C(=O)NCc1ccco1 (stereo unspecified)
 : 4	-1.4	-8	5	0.5	1.7	-0.8	-1.2	7	2	0.4
CCC(=O)N/N=C/c1ccc(OS(=O)(=O)c2ccccc2)cc1
 : 6	0.8	3	-1	-0.9	0.1	-1.2	1.1	3	4	-0.7
Cc1nn(C(C)C(=O)N2CCCC2)c(=O)c2nn(-c3ccccc3)c(C)c12 (stereo unspecified)
 : -4	2.8	-7	5	0.0	-0.2	-1.3	0.5	-7	4	-1.6
CCN(CC)CCN1C(=O)C(=O)/C(=C(/O)c2c(C)[nH]c(C(=O)OC)c2C)C1c1ccc(OC)cc1 (stereo unspecified)
 : -1	-2.6	6	1	-1.1	1.3	-0.5	1.5	11	4	-1.6
CCOC(=O)C1CCN(C(=O)c2ccc(OCC(=O)Nc3cccc(C(F)(F)F)c3)c(OC)c2)CC1
 : -1	-3.0	-6	-10	-6.1	-5.1	-2.5	-6.4	6	-4	-3.6
CCOc1ccccc1NC(=O)CSc1n[nH]c(N)n1
 : 2	-0.3	-3	-3	0.1	-0.4	-0.7	0.8	-7	2	-2.3
Cc1ccc2c(Cl)cc(Cl)c(OCC(=O)O)c2n1
 : 2	1.0	-3	1	0.1	0.3	-1.4	0.1	0	-2	-0.7
O=C(NCCCN1CCCC1)Nc1ccc(F)cc1
 : -1	1.1	2	4	0.2	2.0	-0.7	-0.6	4	1	0.1
COc1ccc(/C=N/Nc2nc(N3CCCCC3)nc(N3CCCCC3)n2)cc1[N+](=O)[O-]
 : 1	4.1	5	-2	0.3	-0.7	-0.7	0.2	0	2	1.1
CCC1Oc2ccc(C)cc2N(CC(=O)N2CCCC2)C1=O (stereo unspecified)
 : 1	0.2	-1	0	0.1	3.1	-0.6	1.8	9	0	-0.1
O=C(NCc1ccco1)C(c1ccc(F)cc1)N(CC1CCCO1)C(=O)Cn1nnc2ccccc21 (stereo unspecified)
 : 0	-2.4	6	5	-1.2	-0.5	-1.2	0.8	-8	-1	-1.8
CCOC(=O)C1CCN(C(=O)CC2C(=O)N(Cc3ccccc3)C(C)c3nc4ccccc4n32)CC1 (stereo unspecified)
 : -2	-0.1	3	0	-0.1	-0.7	-1.7	2.3	2	-2	-1.7
Oc1ccc(-c2nc(-c3ccc(F)cc3)c(-c3ccncc3)[nH]2)cc1
 : -19	-1.1	-18	-2	-1.1	-0.8	-1.8	-3.0	-47	-19	-1.9
CN(C)S(=O)(=O)c1cccc(NC(=O)COC(=O)c2ccc3c(c2)OCO3)c1
 : -2	-1.4	1	-14	-0.1	1.3	-0.9	-1.4	2	-1	1.1
CNC(=O)c1c[nH]c2ccc(S(=O)(=O)Nc3ccccc3F)cc2c1=O
 : -3	-0.6	-8	-3	-0.4	-0.1	-0.8	0.9	-12	-2	-0.9
Cc1csc(CN(C)C(=O)CC2C(=O)NCCN2Cc2ccc(F)c(F)c2)n1 (stereo unspecified)
 : -12	1.3	-26	8	0.2	0.5	-0.8	-1.9	-24	-16	-0.4
COc1ccc(NC(=O)CN2CCN(CC(=O)Nc3ccccc3F)CC2)c(OC)c1
 : 2	-1.3	-2	-4	-1.5	-0.3	-1.6	-3.5	-4	1	-1.4
Brc1ccc(C=Nc2ccc3c(c2)OCCOCCOCCO3)s1
 : -2	2.1	-4	24*	-0.3	-1.3	0.0	2.3	-8	-2	-0.3
COc1ccccc1Cn1c(C)c(C(=O)NCc2ccco2)sc1=O
 : -3	-1.9	0	0	-0.9	.	-1.6	2.8	-9	-1	-0.8
CC(C)(C)N1CC(C(=O)Nc2ccc(S(N)(=O)=O)cc2)CC1=O (stereo unspecified)
 : -5	0.9	3	-1	0.2	1.1	-1.1	-0.3	3	1	0.0
C=CCNC(=O)CCCCC(=O)NCC=C
 : -2	-0.2	3	-2	-0.1	-0.3	-0.9	-0.9	-2	2	-0.5
COC(=O)c1c(NC(=O)c2ccn(C)n2)sc2c1CCC2
 : -3	3.3	-51	1	-1.3	0.2	-1.5	3.2	-31	-27	-1.9
C/C(=N\NC(=O)C(=O)Nc1cc(C)ccc1C)c1ccncc1
 : -8	2.1	0	1	-0.3	-1.8	-2.0	0.4	1	-1	-1.1

Looked up by structure from the entries so far (2):
Below each compound: ADAM17 inh	GAA850 FXN act	PLCb3 inh	sPLA2-III inh	DAX1 inh-1	DAX1 inh-2	ssDAF-12 act	hgDAF12 agonist	ADAM10 inh	PLCg1 inh	hcDAF-12 act
CCOc1ccccc1NC(=O)CSc1n[nH]c(N)n1
 : 2	-0.3	-3	-3	0.1	-0.4	-0.7	0.8	-7	2	-2.3
Cc1ccc2c(Cl)cc(Cl)c(OCC(=O)O)c2n1
 : 2	1.0	-3	1	0.1	0.3	-1.4	0.1	0	-2	-0.7
